Pol iota inh – DNA polymerase iota (human) inhibition | actives 1% (n = 390,000) | Pol iota fluorescent replication assay, 10 min | Q9UNA4 | Potency, µM (titrated, usually from 115 µM), for the others: at the top dose activity, negative = inhibition, most hits filed as inhibitors
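Fluorescent replication assay read twice, at 0 min and 10 min after adding 50 nM (final) substrate. Enzyme (10 nM) and compounds were first incubated 15 min at room temperature; enzyme-free buffer wells were negative controls.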
JMJD2A Tudor – JMJD2A Tudor domain (human) inhibition | AlphaScreen JMJD2A-Tudor / H3K4me3 peptide binding | Potency, µM (top dose mostly 114 µM), for inactives: at the highest dose activity change, negative = inhibition, most hits filed as inhibitors | actives 4.4% (n = 390,000); note: % is set by controls: 0 for no effect and ±100 for the full control effect; nearly all actives have a fitted effect of over 50% in size
Pol kappa inh – inhibitors of human DNA polymerase kappa; Q9UBT6; actives 0.53% (n = 400,000); purified Pol kappa, fluorescent DNA synthesis assay, 10 min; Potency, µM (doses to about 107 µM), for inactives: at the top dose activity, negative = inhibition, hits mostly inhibitors; note: % is set by controls: 0 for no effect and ±100 for the full control effect
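10 nM Pol kappa preincubated 15 min at room temperature with compounds, then reaction started with substrate at 50 nM final. Fluorescence read kinetically at 0 and 10 min; buffer-only wells served as negative control.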
BAZ2B block – inhibitors of human BAZ2B bromodomain; AlphaScreen BAZ2B-H3K14Ac peptide displacement; Potency, µM (series often up to 114 µM), for inactives: top-dose activity change, negative = inhibition, most hits filed as inhibitors; actives 4.4% (n = 360,000); Q9UIF8; AID 504333; note: % is set by controls: 0 for no effect and ±100 for the full control effect; nearly all actives have a fitted effect of over 60% in size
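AlphaScreen displacement: compounds (up to 110uM) incubated 30 min at room temperature with a preformed 50 nM BAZ2B/50 nM biotinylated H3K14Ac peptide complex in PBS pH 7.4 with Tween-20. Donor and acceptor beads at 10 ug/mL final added, 20 min light-protected before reading.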
Pol eta inh – inhibitors of human DNA polymerase eta; Q9Y253; recombinant Pol eta, fluorescent DNA replication assay; Potency, µM (titrated, usually from 114 µM), inactives show at the top dose activity change, negative = inhibition, hits mostly inhibitors; actives 1.2% (n = 390,000); AID 588591; note: % is set by controls: 0 for no effect and ±100 for the full control effect
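Pol eta (10 nM) was preincubated with compounds for 15 min at room temperature, after which fluorescent replication substrate (50 nM final) was added to start the reaction. Fluorescence was read kinetically at 0 and 10 min.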
APE1 inh – APE1 (human) endonuclease inhibition | Potency, µM (series often up to 65.8 µM), for inactives: at the highest dose activity change, negative = inhibition, actives largely listed as inhibitors | P27695 | actives 0.35% (n = 350,000) | recombinant APE1, TAMRA/BHQ-2 abasic DNA cleavage fluorescence;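 note: plate controls were vehicle for no effect and reference inhibitor for full effect; nearly all actives have a fitted effect of over 55% in size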
Target sequence (P27695 whole entry, looked up): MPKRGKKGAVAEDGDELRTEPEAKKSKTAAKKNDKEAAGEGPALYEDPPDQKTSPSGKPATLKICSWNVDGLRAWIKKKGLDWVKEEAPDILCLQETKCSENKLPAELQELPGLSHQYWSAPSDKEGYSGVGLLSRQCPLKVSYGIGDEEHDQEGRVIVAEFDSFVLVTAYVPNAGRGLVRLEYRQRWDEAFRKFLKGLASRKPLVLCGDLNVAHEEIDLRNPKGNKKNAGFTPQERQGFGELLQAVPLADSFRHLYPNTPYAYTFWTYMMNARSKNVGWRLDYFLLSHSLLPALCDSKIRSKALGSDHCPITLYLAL
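Substrate: short duplex with […] THF abasic site, 5'-TAMRA and 3'-BHQ-2, 50 nM final. APE1 at 0.75 nM, preincubated 15 min RT with compound. Fluorescence increase from first to third read measured activity.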
POLB inh – DNA polymerase beta (human) inhibition. P06746. Pol beta primer extension/strand displacement, fluorescence kinetic. Potency, µM (series often up to 114 µM), for the others: at the highest dose activity change, negative = inhibition, usual class: inhibitors. actives 1.3% (n = 340,000); note: % is set by controls: 0 for no effect and ±100 for the full control effect
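Kinetic readout of DNA synthesis with strand displacement by Pol beta. Compound and 10 nM enzyme sit 15 min at room temperature; 50 nM substrate starts the reaction, read immediately and at 10 min.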
G9a block – inhibitors of human histone lysine methyltransferase G9a | Q96KQ7 | G9a H3K9 monomethylation, AlphaScreen, 2 h | Potency, µM (top dose mostly 102 µM), inactives show top-dose activity, negative = inhibition, most hits filed as inhibitors | actives 8.8% (n = 350,000); note: % is set by controls: 0 for no effect and ±100 for the full control effect; nearly all actives have a fitted effect of over 75% in size
Target sequence (Q96KQ7 913-1193 limits assumed): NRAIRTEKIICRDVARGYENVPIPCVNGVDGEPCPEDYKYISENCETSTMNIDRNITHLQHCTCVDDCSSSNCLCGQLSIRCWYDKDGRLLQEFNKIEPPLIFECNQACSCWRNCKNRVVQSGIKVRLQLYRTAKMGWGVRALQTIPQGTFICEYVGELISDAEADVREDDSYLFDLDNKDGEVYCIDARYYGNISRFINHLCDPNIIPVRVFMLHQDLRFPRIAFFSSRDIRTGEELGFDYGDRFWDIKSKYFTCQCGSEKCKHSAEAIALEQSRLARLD
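Signal arises when biotinylated H3K9 peptide, once monomethylated, bridges streptavidin donor and antibody-captured acceptor beads. Enzyme at 20 nM was preincubated 15 min with test compounds; peptide 500 nM and SAM 20 uM then reacted for 2 h.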
BLM inh – inhibitors of human Bloom syndrome helicase BLM. P54132. recombinant BLM DNA unwinding, fluorescence dequenching. Potency, µM (titrated, usually from 56.1 µM), inactives show at the highest dose activity change, negative = inhibition, actives largely listed as inhibitors. actives 0.2% (n = 350,000). AID 2528;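 note: plate controls were vehicle for no effect and no enzyme for full effect; nearly all actives have a fitted effect of over 35% in size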
* = called active by the depositor; u = inconclusive; x = no result given; & = joins results of further samples; [ ] = another dose, or the depositor's remark. Calls come from the whole dose curve; as a rule, active = well fitted curve in the direction sought with a large enough effect; inconclusive = small, poorly fitted or top-dose-only effect, or another doubt; inactive = no such curve, though single readings can be large; an effect the other way counts as inactive or inconclusive. Potency is the fitted concentration of half-maximal effect. Not all compounds are listed; the hit share may differ from the screen's.

Pol eta inh | BLM inh | JMJD2A Tudor | APE1 inh | BAZ2B block | G9a block | POLB inh | Pol kappa inh | Pol iota inh | SMILES
-5.5% | -5.5% | -26.8% | -6.0% | -37.9% | -9.1%[59 µM] | -9.5% | 0.0% | 8.6% | COc1cccc2cc(C(C)N(CCCN3CCOCC3)C(=S)Nc3cc(C)ccc3C)oc12 (stereo not given)
0.4% | -2.9% | -9.8% | -0.7% | u | -20.5%[0.501 µM] | 0.8% | -14.7% | -2.1% | CCC(=O)Nc1ccc(C(=O)OCC(=O)c2ccc(C)c([N+](=O)[O-])c2)cc1
10.3% | 0.0% | -17.5% | 8.8% | -13.1% | -37.0%[12.7 µM] | u | -5.6% | -0.2% | O=C(O)c1cccc(N2CCCCS2(=O)=O)c1
-12.5% | 4.2% | -9.7% | -1.4% | 1.1% | 16.6% | 7.4% | -19.0% | 25.8% | CN(C)c1ncc(CN2CCC(C(=O)Nc3ccc(-n4cccn4)cc3)CC2)s1
-11.2% | x | -11.0%&-9.0% | 1.1% | x | x | x | 1.3% | -11.9% | O=S(=O)(c1cccc(Cl)c1)N1CCN(S(=O)(=O)c2ccc3c(c2)OCCO3)CC1
-5.8% | -8.4% | -11.3% | x | -16.4% | -2.8%[59 µM] | -4.9% | 8.6% | 14.3% | CCOc1cccc(C(=O)Nc2ccc(S(=O)(=O)N(Cc3ccccc3)c3ccccc3)cc2)c1
-11.4% | -8.0% | u | -0.6% | -36.9% | u | -1.3% | -2.1% | 68.3%[activator] | O=C(O/N=C(/c1ccccc1)c1ccncc1)c1ccccc1[N+](=O)[O-]
-19.4% | -0.9% | u | 59.3%[activator] | 0.9% | 2.82µM* | 0.1% | -2.9% | 20.8% | Cc1cc(C)nc(NN2C(=O)C=CC2=O)n1
3.4% | -1.6% | 3.4% | 12.2% | 1.5%[57.1 µM] | u | -0.1% | -3.6% | 14.8% | CCOC(=O)c1sc(NC(=O)CSc2nc(C)cc(C)c2C#N)c(C#N)c1C
-3.6% | 0.1% | -23.6% | 58.5%[activator] | -1.0% | 39.8µM* | 23.5% | -6.5% | 16.3% | CCN(CC)S(=O)(=O)c1ccc(N2CCN(C)CC2)c(NC(=O)Nc2ccccc2F)c1
6.31µM* | -9.0% | u | 2.24µM* | 50.1µM* | 8.91µM* | 10µM* | 14.1µM* | 12.6µM* | CC(=O)Oc1ccc2c(=O)c(Oc3ccccc3)coc2c1OC(C)=O
1.6% | 1.4% | -5.4% | 59.4%[activator] | 14.4% | -11.1% | 2.8% | 0.1% | -6.7% | O=C(O)Cn1c(=O)c2cccn2c2ccccc21
-10.8% | 47.2%[activator] | -29.0% | -8.0% | -1.4% | u | -11.6% | 5.0% | 49.4%[activator] | CCN1CCN(C(=O)c2cc3c(-c4ccc(Cl)cc4)nn(C)c3s2)CC1
-2.5% | -4.5% | -24.0% | x | -3.2% | -4.3%[59 µM] | 8.7% | -33.0% | 1.6% | CCOc1ccccc1CNC(=O)c1ccc(Cn2c(SCc3ccccc3)nc3cccnc32)cc1
-18.4% | 1.0% | -4.3% | -0.4% | -0.2% | 10.1% | -14.9% | -2.5% | -8.6%[58.9 µM] | CC1CC(=O)Nc2ccccc2N1S(=O)(=O)c1ccc(C#N)cc1 (stereo not given)
-15.6% | -3.6% | -23.8% | -2.4% | -12.1% | 19.9%[59 µM] | u | -17.5% | 14.1% | CCN(CC)S(=O)(=O)c1ccc(NC(=O)C2CCCN(C(=O)c3ccc(Cl)cc3)C2)cc1 (stereo not given)
-14.8% | -13.3% | -11.0% | 12.4% | 8.1% | 21.1% | -0.7% | -10.2% | 93.3%[activator] | Cc1ccc(-c2cc(-c3ccc(F)cc3)n[nH]2)c(O)c1
-12.3% | 0.0% | -12.5% | 0.5% | -3.6% | 6.9% | 24.9% | -8.5% | 170.2%[activator] | COc1ccc(NC(=S)N(CCCN2CCN(C)CC2)Cc2cccs2)cc1
-13.8% | -1.5% | 10.1% | x | 0.5% | -4.7%[59 µM] | 2.9% | -29.6% | -59.2% | COc1ccc(NC(=O)CCc2c(C)nc3c(-c4ccccc4)c(C)nn3c2C)cc1Cl
x | -5.2% | 1.3% | x | 7.4% | 12.2%[59 µM] | 30.1% | 1.3% | 36.7%[activator] | Cc1ccc(-c2csc(-c3c(N)c(C(=O)c4ccc5c(c4)OCO5)n4ccccc34)n2)cc1
2.9% | 0.1% | -2.2% | -9.7% | -1.9% | -1.8%[12.7 µM] | -1.8% | 1.3% | 6.8% | COc1cc(C(=O)N2CCC(n3cnc4cc(F)ccc43)CC2)cc(OC)c1OC
-21.0% | -9.7% | 7.94µM* | -0.6% | 39.8µM* | 1.58µM* | 7.1% | -0.9% | u | Oc1cc2c(cc1C(c1ccc(Br)cc1)N1CCCC1)OCO2 (stereo not given)
-22.9% | -6.8% | 3.6% | -14.8% | -1.0% | 24.9%[59 µM] | -0.5% | -10.0% | 72.5%[activator] | Cc1cccc(C(=O)N2CCCC(c3nc(-c4ccc(F)cc4)no3)C2)c1 (stereo not given)
u | -12.7% | -33.6%[57.1 µM] | -4.8% | u | 50.1µM* | u | u | u | CSCCC1NC2(C(=O)Nc3ccc(Cl)cc32)[C@@H]2C(=O)N(C3CCCC3)C(=O)[C@H]12 (stereo not given in full)
-10.0% | 1.3% | -19.6% | 26.3% | -17.6% | 15.7% | 6.1% | 2.3% | 29.2% | O=C(c1ccc(CS(=O)c2cccc(Cl)c2)o1)N1CCOCC1 (stereo not given)

New compounds follow:
Pol eta inh | BLM inh | JMJD2A Tudor | APE1 inh | BAZ2B block | G9a block | POLB inh | Pol kappa inh | Pol iota inh | SMILES
-13.8% | -10.4% | 66.0%[activator] | -2.9% | 101.6%[activator] | x | 7.0% | -4.8% | 95.9%[activator] | CC(C)(C)C(=O)OCc1nc(-c2ccc(F)cc2)cs1
-11.4% | -2.5% | -8.7% | x | -18.2% | 1.4%[59 µM] | -0.2% | -0.6% | 20.0% | CCOc1ccc2nc(N3CCCC(C(=O)NCCc4ccc(Cl)cc4)C3)sc2c1 (stereo not given)
6.0% | 1.4% | u | -6.2% | 42.8%[activator] | 6.2%[59 µM] | -7.5% | -3.9% | 4.4% | CCOc1ncccc1C(=O)Nc1ccc(Cl)cc1
-3.3% | -1.4% | -4.0% | -8.6% | -2.8% | -4.5%[12.7 µM] | 37.4% | -19.4% | -10.4% | O=C(O)CSCC(=O)N1CCN(c2cc(C(F)(F)F)nc3ccccc23)CC1
5.8% | 1.3% | -14.3% | -8.1% | 8.3% | 10.3% | 19.3% | -4.0% | -2.3% | CCOc1ccccc1Nc1nnc(C)c(=O)[nH]1
u | x | -6.2% | x | x | x | x | -6.3% | 12.3% | CCCc1ncc(CN2CCCCC2C(=O)Nc2ccc(Oc3ccccc3)nc2)cn1 (stereo not given)
-1.3% | -1.2% | -16.6% | -27.2% | -17.7% | 11.4%[59 µM] | 6.5% | -5.1% | -0.9% | CN(C(=O)C1CCC(CNS(=O)(=O)c2cccc3cccnc23)CC1)C1CCCCC1 (stereo not given)
-10.0% | -2.1% | -33.2% | 2.6% | -9.3% | 20.5%[12.7 µM] | u | -7.7% | 28.8% | CCCCCNc1nc(NCCCO)c(C#N)c2c1CN(C)CC2
-8.7% | 3.6% | -3.2% | -0.5% | 32.2%[activator] | -12.4% | -4.1% | -3.1% | -9.5% | On1cnnc1-c1ccccc1
-16.5% | -1.0% | -3.5% | 18.1% | -3.9% | 44.7µM* | 26.7% | -1.9% | 6.1% | N#Cc1c(-c2ccccc2F)cc(C2CC2)nc1SCC(=O)c1cccs1
-17.5% | -1.1% | -1.4% | 24.1% | -23.5% | -28.6% | 9.4% | 4.2% | 38.2%[activator] | C/C(=N/NC(=O)c1ccco1)c1ccc(NC(=O)c2ccc(Br)o2)cc1
-6.7% | x | -15.4% | 13.4% | -4.9% | -6.8%[59 µM] | x | 0.0% | 3.5% | Cc1cc(F)ccc1NC(=O)CCc1ccc(S(=O)(=O)N2CCOCC2)cc1
x | -0.3% | -8.2% | x | -15.3% | 24.6%[59 µM] | 0.4% | -4.6% | 12.7% | CCCOC(=O)C(C)n1nnc2sc(-c3ccccc3)cc2c1=O (stereo not given)
-19.7% | -0.6% | -29.6% | 0.7% | u | 50.1µM* | -27.0% | -5.5% | 25.4% | Cc1cccc(NC(=S)N2CCn3cccc3C2c2cccnc2)c1 (stereo not given)
-1.4% | 4.2% | -23.5% | x | -1.8% | -3.3%[59 µM] | 0.4% | -3.9%[60.1 µM] | 2.5% | COc1cccc(CNC(=O)CSC2=Nc3ccccc3C3=NC(C(C)C)C(=O)N23)c1 (stereo not given)
-4.9% | -2.7% | -7.8% | 50.1%[activator] | 5.6% | 2.2% | 0.6% | -10.0% | 109.2%[activator] | Cc1nc(CC(=O)Nc2nccs2)cs1
0.0% | -2.5% | -16.8% | -1.9% | 0.1% | -15.9% | 2.5% | -15.9% | 6.8% | COc1ccc(CC(=O)OC(C)CN2CCCCC2)cc1 (stereo not given)
-16.5% | -0.8% | -11.0% | 0.6% | -0.8% | -2.3%[59 µM] | u | -5.9% | 59.0%[activator] | CC(NCc1ccccc1)c1ccccc1O (stereo not given)
-3.9% | -5.4% | 6.6% | 12.9% | -1.0% | 52.1%[activator][59 µM] | -17.6% | 0.1% | 9.6% | C=CCNc1nc(N)c(C(=C(C#N)C#N)c2ccc(Br)cc2)s1
6.8% | 1.4% | -2.8% | -3.1% | -2.8% | -5.4% | -0.9% | -1.6% | -14.0% | COc1cnc(-c2ccccc2)[nH]c1=O

Quoted at random: three compounds from above, in no set order.
Pol eta inh | BLM inh | JMJD2A Tudor | APE1 inh | BAZ2B block | G9a block | POLB inh | Pol kappa inh | Pol iota inh | SMILES
-11.4% | -2.5% | -8.7% | x | -18.2% | 1.4%[59 µM] | -0.2% | -0.6% | 20.0% | CCOc1ccc2nc(N3CCCC(C(=O)NCCc4ccc(Cl)cc4)C3)sc2c1 (stereo not given)
6.0% | 1.4% | u | -6.2% | 42.8%[activator] | 6.2%[59 µM] | -7.5% | -3.9% | 4.4% | CCOc1ncccc1C(=O)Nc1ccc(Cl)cc1
x | -0.3% | -8.2% | x | -15.3% | 24.6%[59 µM] | 0.4% | -4.6% | 12.7% | CCCOC(=O)C(C)n1nnc2sc(-c3ccccc3)cc2c1=O (stereo not given)
